Screens from PubChem.
USP2a inh: qHTS Assay for Inhibitors of Ubiquitin-specific Protease USP2a Using CHOP2 as the Reporter; Ubiquitin carboxyl-terminal hydrolase 2 (Homo sapiens), O75604; USP2 core, Ub-CHOP2 coupled fluorogenic reporter, 485/531; Potency, µM (doses to about 38.3 µM), inactives show at the top dose activity change, negative = inhibition, actives largely listed as inhibitors; 330,000 tested, 0.01% active; AID 463254, 2010;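 also: potency is read from the fitted curve at half-maximal effect; plate controls were DMSO wells for no effect and full inhibition by NEM control for full effect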
Target sequence (O75604 whole entry, looked up): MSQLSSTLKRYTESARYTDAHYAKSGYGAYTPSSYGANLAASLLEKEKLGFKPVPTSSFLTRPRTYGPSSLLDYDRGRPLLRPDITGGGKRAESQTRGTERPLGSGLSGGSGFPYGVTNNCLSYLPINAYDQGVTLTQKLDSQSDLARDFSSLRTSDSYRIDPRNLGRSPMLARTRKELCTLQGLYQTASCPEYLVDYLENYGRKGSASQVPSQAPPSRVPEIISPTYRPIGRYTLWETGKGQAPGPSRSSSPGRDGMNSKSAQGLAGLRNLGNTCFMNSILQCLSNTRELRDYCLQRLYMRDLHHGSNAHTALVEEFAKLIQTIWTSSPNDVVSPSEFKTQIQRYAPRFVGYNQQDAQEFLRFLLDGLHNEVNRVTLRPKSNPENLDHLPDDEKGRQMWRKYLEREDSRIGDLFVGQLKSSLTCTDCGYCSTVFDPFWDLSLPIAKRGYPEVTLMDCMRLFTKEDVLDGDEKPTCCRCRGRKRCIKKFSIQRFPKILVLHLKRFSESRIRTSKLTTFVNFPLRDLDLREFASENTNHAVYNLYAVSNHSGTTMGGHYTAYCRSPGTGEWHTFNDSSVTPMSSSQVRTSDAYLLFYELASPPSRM
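Deubiquitinase activity read as fluorescence (485/531 nm) after Ub-CHOP2 cleavage activates the enterokinase reporter on its substrate; USP2 core 10nM, Ub-CHOP2 and substrate 25nM each, 30min compound preincubation then 60min RT; data normalized to NEM, curves fitted.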
ELG1 DNA repair: qHTS screen for small molecules that inhibit ELG1-dependent DNA repair in human embryonic kidney (HEK293T) cells expressing luciferase-tagged ELG1. Potency, µM (top dose mostly 46.1 µM), without a hit: at the highest dose activity change, negative = inhibition, hits mostly inhibitors. 330,000 tested, 2.3% active. HEK293T ELG1-luciferase reporter, luminescence, 16 h; DNA damage induced by 5-fluorouridine; also: potency is read from the fitted curve at half-maximal effect; % is scaled to controls: 0 for no effect and ±100 for the full control effect; nearly all actives have a fitted effect of over 55% in size
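Luminescence from the luciferase reporter, measured 30 min after ONE-Glo reagent at room temperature, was the read-out. Beforehand, 2,000 cells per well were exposed for 16 hr at 37 °C to 5-fluorouridine together with compound or vehicle.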
Eya2 inh: qHTS Assay for Inhibitors of the Phosphatase Activity of Eya2. Protein phosphatase EYA2 (Homo sapiens), O00167. recombinant Eya2, OMFP fluorescence dephosphorylation (OMFP is methylfluorescein phosphate). Potency, µM (highest dose often 76.9 µM), for the others: at the top dose activity, negative = inhibition, usual class: inhibitors. 330,000 tested, 0.006% active. AID 488837, 2010; also: potency is read from the fitted curve at half-maximal effect; % is scaled to controls: 0 for no effect and ±100 for the full control effect
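Eya2 protein (added as 0.2 uM solution) was preincubated with compound for 10 min at ambient temperature in 50 mM HEPES pH 7.5, 50 mM NaCl, 5 uM MgCl2, 0.05% BSA, 1 mM DTT. OMFP (added at 50 uM) then reacted 10 min; fluorescence read at 485/525 nm.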
TSHR antagonist: Antagonists of the Thyroid Stimulating Hormone Receptor: HTS campaign; Thyrotropin receptor (Homo sapiens), P16473; activity change, negative = inhibition, % at 11.5 µM; 330,000 tested, 0.2% active; TSHR-expressing cells, TSH-stimulated cAMP HTRF, 2 h; active compounds read low;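 active = activity change below a set negative limit, meaning inhibition stronger than a set level, cut at about -70% in these data; inconclusive = activity change between two set negative limits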; also: % is scaled to controls: 0 for no effect and ±100 for the full control effect
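Inhibition of cAMP made by TSHR-expressing cells under TSH stimulation (4nM final, EC80; 2 h, 37 deg C) is quantified with a one-step lysis HTRF kit, anti-cAMP cryptate versus cAMP-d2.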
TRPV1 agonist: HTS Assay for Compounds that Act as Agonists of the Vanilloid Receptor 1; Transient receptor potential cation channel subfamily V member 1 (Homo sapiens), Q8NER1; TRPV1-expressing cells, Fluo-8 calcium influx, agonist mode; activation, % at 8.33 µM; 320,000 tested, 0.19% active; AID 540275, 2011; in the data active = activation above about 80%; inconclusive = between about 30% and that limit; also: 0% is about no effect
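TRPV1-expressing cells were cultured overnight at 35.5C and loaded with Fluo-8 calcium dye for 40 to 90 min at room temperature. After a 10 s baseline, compound was added and calcium influx was read kinetically for 3 min (ex 480/em 520 nm).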
KCNH2 3.1 block: qHTS for Inhibitors of KCHN2 3.1: Mutant qHTS; U2OS KCNH2 3.1, thallium flux FluxOr; active compounds read low; 340,000 tested, 0.95% active; AID 720553, 2013; Potassium voltage-gated channel subfamily H member 2, brain isoform KCNH2 3.1 (human); activity change, % (tested at about 1.8 µM);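 active = maximum activity change below -70%; inconclusive = maximum activity change from -70% to -50%; inactive = maximum activity change above -50%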;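 also: thallium influx rate constant from kinetic fluorescence after stimulation buffer; % is scaled to controls: 0 for no effect and ±100 for the full control effect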
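Thallium flux via FluxOr fluorescence (Red40 quencher, 45 min loading) in U2OS cells virally expressing the KCNH2 3.1 isoform (1.77 x 10^8 /mL virus, overnight at 37 C). Rate constants from 2-min kinetic reads post-stimulation, normalised to positive and negative controls.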
TCR activator: Activators of T cell receptors: qHTS campaign; Potency, µM (highest dose often 9.22 µM), without a hit: at the highest dose activation of IL-2 secretion, most hits filed as activators; 330,000 tested, under 10 active; primary human leukocytes, anti-CD3, IL-2 HTRF, 48 h; also: % of control where 0% means no effect
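Primary human leukocytes incubated 48 hr with anti-CD3 beads plus compound, without co-stimulation. Secreted IL-2 measured by HTRF (europium cryptate/d2 anti-IL-2 pair, 320 nm excitation, 665 nm emission).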
KCNH2 WT inh: qHTS for Inhibitors of KCHN2 3.1: Wildtype qHTS | Voltage-gated inwardly rectifying potassium channel KCNH2 (Homo sapiens), Q12809 | U2OS, BacMam KCNH2, thallium flux FluxOr; active compounds read low | AID 720551, 2013 | activity change, % at 1.84 µM | 340,000 tested, 0.37% active;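 active = maximum activity change below -70%; inconclusive = maximum activity change between -70% and -50%; inactive = maximum activity change above -50%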; also: % is scaled to controls: 0 for no effect and ±100 for the full control effect
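U2OS cells transduced with wild-type KCNH2 virus are loaded with FluxOr dye for 45 min, and thallium flux is measured in kinetic reads before and after stimulation buffer. Rate constants are normalized to DMSO controls.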
Mito fusion yeast: qHTS Assay for Small Molecule Inhibitors of Mitochondrial Division or Activators of Mitochondrial Fusion; S. cerevisiae fusion-defective mutant growth rescue, CellTiterGlo 48 h; AID 485298, 2010; Potency, µM (top dose mostly 46.1 µM), without a hit: at the highest dose growth rescue (activation), hits mostly activators; 320,000 tested, 0.23% active;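 also: potency is read from the fitted curve at half-maximal effect; % of control where 0% means no effect; nearly all actives have a fitted effect of over 45% in size; temperature-sensitive fusion mutants such as fzo1-1 at 37 °C on non-fermentable ethanol glycerol medium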
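Temperature-sensitive fusion-defective S. cerevisiae (e.g. fzo1-1, mgm1-5) were grown with compound in YPEG medium (3% ethanol, 3% glycerol) for 48 hours at 37C. Growth rescue was measured as viability by CellTiterGlo luminescence after 10 minutes at ambient.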
AT treatment: qHTS Assay for Identifying a Potential Treatment of Ataxia-Telangiectasia; […] A-T fibroblasts, KAP-1 phosphorylation AlphaLISA; neocarzinostatin DNA damage 30 min before lysis; Potency, µM (top dose mostly 57.5 µM), for the others: at the top dose activation, usual class: activators; 320,000 tested, 0.19% active; AID 485349, 2010; also: potency is read from the fitted curve at half-maximal effect; % of control where 0% means no effect; nearly all actives have a fitted effect of over 45% in size
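ATM-like activity read as KAP-1 phosphorylation via AlphaLISA donor/acceptor antibody pairs after lysis and 6 hr at 25C. Cells were ATM-null patient fibroblasts ([…], hTERT), dosed 60 min, then exposed to the DSB inducer NCS for 30 min.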
An asterisk follows results filed as active; ? = inconclusive; · = not tested or not shown; [ ] = remark or other dose. Unless noted, calls follow the shape of the dose curve; as a rule, active = well fitted curve in the direction sought with a large enough effect; inconclusive = small, poorly fitted or top-dose-only effect, or another doubt; inactive = no such curve, though single readings can be large; an effect the other way counts as inactive or inconclusive. A portion of the library (hit frequency here may not be typical).

SMILES	USP2a inh	ELG1 DNA repair	Eya2 inh	TSHR antagonist	TRPV1 agonist	KCNH2 3.1 block	TCR activator	KCNH2 WT inh	Mito fusion yeast	AT treatment
CCc1cccc(NC(=O)CSc2nnc(Cc3ccc(OC)cc3)c(=O)[nH]2)c1	2%	0%	-24%	-4	0	5	-8%	-12	-7%	3%
CCOC(=O)C1CCN(c2c(C(=O)c3ccccc3)cnc3ccc(CC)cc23)CC1	0%	-12%	7%	4	26	-5	0%	-2	0%	4%
O=c1cc(-c2ccc(F)cc2F)[nH]c2ccccc12	2%	2%	1%	6	-7	·	·	·	4%	·
O=C(NCc1ccco1)C(c1ccncc1)N(C(=O)Cc1cccs1)c1ccccc1 (stereo not drawn)	2%	4%	3%	21	-1	-3	-8%	-7	3%	0%
CC(C)(C)N1C(=O)c2ccc(C(=O)Nc3ccc(C(=O)O)cc3)cc2C1=O	1%	3%	5%	-1	3	-12	-3%	-2	0%	3%
COC(=O)[C@@H]1CC[C@H](C)[C@@H](c2ccc(C)cc2)N1C(=O)c1ccc(/C=N/O[C@@H](C)c2cn([C@H](CO)Cc3ccccc3)nn2)cc1	-13%	15µM*	-7%	-6	-1	·	·	·	4%	2%
N#Cc1ccsc1NC(=O)C1CCN(C(=O)c2ccc(Cl)cc2)CC1	-1%	7%	5%	-5	13	-35	4%	38	1%	7%
COc1cc(CN(C)c2ncnc3sccc23)ccc1OC(F)F	2%	?	5%	-8	2	-15	-16%	25	1%	9%
CCOC(=O)c1sc(NC(=O)c2ccc(S(=O)(=O)N3CCCCC3)cc2)nc1-c1ccccc1	-1%	21µM*	7%	-14	-11	-18	-22%[46.1 µM]	14	-8%	2%
CCOCCCn1cc(C(=O)c2cc(Br)ccc2O)cc(C#N)c1=O	2%	-13%	5%	19	-5	9	3%	-3	6%	-1%
CCCCC(=O)Nc1ccc(NC(=O)CC)cc1OC	-2%	10%	-7%	37	9	-3	2%	-5	10%	-1%
Cc1ccccc1Nc1nc(-c2sc(NC(=O)c3ccc([N+](=O)[O-])cc3)nc2C)cs1	-1%	?	-3%	-40	3	·	·	·	0%	-5%
COc1ccc(/C=C/C(=O)NC(=S)NNC(=O)c2ccco2)cc1	1%	-28%	0%	2	-1	12	-9%[46.1 µM]	3	-7%	2%
Oc1ccccc1-c1cncn1Cc1ccccc1	1%	17%	3%	2	0	1	3%	4	21%	-2%
O=C(COC(=O)CNC(=O)c1cccc(OC(F)F)c1)NCc1ccc2c(c1)OCO2	5%	0%	-4%	·	·	-1	·	12	·	-7%
Cc1ccc(NC2=NCC(=O)N2C2CCCC2)cc1C	0%	0%	-9%	-1	1	10	-51%	7	-2%	0%
N#Cc1ccc(N2CCN(c3ccc(F)cc3)CC2)cc1	1%	3%	-4%	-1	1	9	2%[46.1 µM]	4	4%	-7%
CC1CC(C)CN(C(=O)C2CCC(CNS(=O)(=O)c3ccccc3)CC2)C1 (stereo not drawn)	2%	-21%	1%	-2	0	12	-2%	-1	?	-9%
Cn1cc(C(=O)C(=O)N2CCOCC2)c2ccccc21	3%	6%	-9%	-7	2	0	-8%	-7	-1%	-5%
Cc1ccc(/C=C/C(=O)NCCCN2CCN(CCCNC(=O)/C=C/c3ccc(C)o3)CC2)o1	0%	-1%	1%	0	-1	-76*	9%[46.1 µM]	-2	-3%	5%
O=C(NCC1CCCO1)C1CC(=O)N(C2CCCC2)C1 (stereo not drawn)	0%	6%	-1%	4	0	-19	4%	-1	0%	·
O=C1CCCN1CCCNc1ccc(S(=O)(=O)N2CCCCC2)cn1	2%	18%	-10%	0	0	-6	3%	-1	-1%	-2%
c1ccc(Cc2nnc3sc(-c4ccco4)nn23)cc1	0%	-2%	2%	-16	·	-17	8%	-15	2%	4%
COC(=O)c1ccc(CSc2nnc3sc4ccccc4n23)o1	-5%	0%	23%	1	-1	-7	1%	20	-5%	-3%
O=C(Oc1ccc(F)c(F)c1)c1ccc2c(=O)n3c(nc2c1)CCC3	0%	?	14%	-14	-7	3	4%	3	4%	6%
COc1cccc(/C=N/N2C(=O)NC3(CCCCC3)C2=O)c1O	3%	-1%	7%	1	2	-3	-3%	-1	0%	1%
CCC(=O)N1CC2(CC(c3cccc(NC(=O)CC(c4ccccc4)c4ccccc4)c3)=NO2)C[C@H]1C(N)=O (stereo partly drawn)	-13%	?	4%	-1	8	2	4%	4	-1%	35%
O=C1OCCN1C(=O)[C@H]1[C@H](c2ccccc2)C(c2ccc(F)cc2)=NN1c1ccc(Br)cc1	-8%	9%	-13%	25	·	-34	-5%[46.1 µM]	-9	·	16%
CN1CCC(=O)N([C@H](CC#N)c2ccccc2)CC1	4%	10%	9%	34	1	10	-7%	5	2%	0%
Cc1ccc(N/C=C/C(=O)c2ccccc2)cc1Br	3%	?	-7%	-2	?	-7	·	-8	-1%	1%

Part of the list above, field by field:
Cc1ccc(/C=C/C(=O)NCCCN2CCN(CCCNC(=O)/C=C/c3ccc(C)o3)CC2)o1
  USP2a inh: 0% | ELG1 DNA repair: -1% | Eya2 inh: 1% | TSHR antagonist: 0 | TRPV1 agonist: -1 | KCNH2 3.1 block: -76* | TCR activator: 9%[46.1 µM] | KCNH2 WT inh: -2 | Mito fusion yeast: -3% | AT treatment: 5%
O=C(NCC1CCCO1)C1CC(=O)N(C2CCCC2)C1 (stereo not drawn)
  USP2a inh: 0% | ELG1 DNA repair: 6% | Eya2 inh: -1% | TSHR antagonist: 4 | TRPV1 agonist: 0 | KCNH2 3.1 block: -19 | TCR activator: 4% | KCNH2 WT inh: -1 | Mito fusion yeast: 0% | AT treatment: ·
O=C1CCCN1CCCNc1ccc(S(=O)(=O)N2CCCCC2)cn1
  USP2a inh: 2% | ELG1 DNA repair: 18% | Eya2 inh: -10% | TSHR antagonist: 0 | TRPV1 agonist: 0 | KCNH2 3.1 block: -6 | TCR activator: 3% | KCNH2 WT inh: -1 | Mito fusion yeast: -1% | AT treatment: -2%
c1ccc(Cc2nnc3sc(-c4ccco4)nn23)cc1
  USP2a inh: 0% | ELG1 DNA repair: -2% | Eya2 inh: 2% | TSHR antagonist: -16 | TRPV1 agonist: · | KCNH2 3.1 block: -17 | TCR activator: 8% | KCNH2 WT inh: -15 | Mito fusion yeast: 2% | AT treatment: 4%

(cont.)
SMILES	USP2a inh	ELG1 DNA repair	Eya2 inh	TSHR antagonist	TRPV1 agonist	KCNH2 3.1 block	TCR activator	KCNH2 WT inh	Mito fusion yeast	AT treatment
CCOC(=O)/C=C1\SCC(=O)N1CC(=O)NCc1ccc(OC)c(OC)c1	0%	-4%	-15%	-2	5	-15	1%	0	3%	3%
C/C(=C\C(=S)Nc1ccccc1)Nc1ccccc1	1%	?	1%	8	3	-3	-2%[46.1 µM]	-4	4%	0%
CC(=O)Nc1ccc(NC(=O)C2CCCN2C(=O)NCc2ccccc2)cc1 (stereo not drawn)	0%	9%	-11%	-1	1	2	-4%	-11	-56%[inhibitor]	-1%
CN(CC(=O)Nc1ccc(F)c(F)c1F)C(=O)CCCc1nc2ccccc2c(=O)[nH]1	2%	-4%	-3%	5	0	16	-3%	-23	-7%	9%
COc1ccc(-n2c(=S)[nH]c3cc(C(=O)Nc4cc(C(N)=O)ccc4OC)ccc3c2=O)c(OC)c1	-1%	0%	-6%	-2	-3	-4	4%	-2	11%	5%
Cc1ccccc1NC(=O)Cn1nnc(-c2ccc(CN3CCC(C)CC3)cc2)n1	-4%	0%	-15%	2	2	-2	3%	8	2%	?
COc1ccc(C(=O)Nc2cc(C(F)(F)F)ccc2-n2cnc3ccccc32)cc1	5%	4%	-10%	37	?	-4	-3%[46.1 µM]	-7	2%	5%
CCCOc1ccccc1OCC(=O)Nc1cc(Cl)ccc1-n1cncn1	-2%	?	-32%	-1	?	-9	-7%	7	10%	6%
O=C1c2ccccc2NC(c2ccccc2O)N1c1ccc(F)cc1 (stereo not drawn)	1%	?	7%	-7	?	12	-1%	3	-2%	-2%
